KCNQ2 block: KCNQ2 potassium channel inhibitors, primary screen, cell-based, CHO-K1, FluxOR thallium flux, B-score (AID 2156); B-score at 10 µM; 310,000 compounds, 1.1% hits; 20 min; stronger effect = lower value;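 active = fluorescence ratio B-score at most minus 3 library SDs, with starting brightness B-score within 2 library SDs, cut at about -5.5 in these data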
Kir21 inh: inhibitors of mouse Kir2.1 inward-rectifier potassium channel | 310,000 compounds, 0.85% hits | P35561 | AID 1672 | B-score at 10 µM | HEK293-Kir2.1, FluxOR thallium flux fluorescence; stronger effect = lower value;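 active = fluorescence ratio B-score at or below minus 3 SD of library scores, with starting-brightness B-score within 2 SD, cut at about -4.2 in these data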;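 also: channel flux triggered by added potassium and thallium sulfate stimulus; B-score of peak minus minimum fluorescence over baseline after thallium stimulus; more negative B-score means stronger Kir2.1 block with less thallium influx; some compounds called inactive have numbers as strong as hits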
Target sequence (P35561 whole entry, looked up): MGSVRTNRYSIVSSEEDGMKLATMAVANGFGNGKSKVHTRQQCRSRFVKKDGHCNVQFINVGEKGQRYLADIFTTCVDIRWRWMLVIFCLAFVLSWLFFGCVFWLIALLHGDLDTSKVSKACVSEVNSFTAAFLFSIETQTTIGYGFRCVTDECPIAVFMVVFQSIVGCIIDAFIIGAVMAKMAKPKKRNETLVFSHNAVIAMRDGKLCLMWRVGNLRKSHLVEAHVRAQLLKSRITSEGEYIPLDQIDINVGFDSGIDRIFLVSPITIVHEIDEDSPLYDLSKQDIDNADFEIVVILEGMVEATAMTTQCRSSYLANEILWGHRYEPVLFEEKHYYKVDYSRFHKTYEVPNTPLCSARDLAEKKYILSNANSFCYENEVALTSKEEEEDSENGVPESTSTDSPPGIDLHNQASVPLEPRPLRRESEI
The depositor's hits bear a star; i = inactive.

molecule	Kir21 inh	KCNQ2 block
Clc1nc(NCCN2CCOCC2)nc(NCc2ccccc2)n1	1.8	i
Cc1cc(C)n2cc(CSc3ncn[nH]3)nc2n1	0	i
CSCCC(NS(=O)(=O)c1ccc2ccccc2c1)C(=O)O (stereo unspecified)	0.85	i
CC(NC(=O)c1ccc(CS(C)(=O)=O)cc1)c1ccc(-c2ccccc2)cc1 (stereo unspecified)	0.63	i
CCn1ncc(/C=N\NC(=O)COc2cc(C)cc(C)c2)c1C	2.2	i
CC(OC(=O)Cc1c[nH]c2ccccc12)C(=O)Nc1ccc(S(N)(=O)=O)cc1 (stereo unspecified)	0.8	i
COc1cc(C(=O)N(CCN(C)C)CC2CCCN(Cc3ccccc3F)C2)ccc1C (stereo unspecified)	0.04	i
CC(Oc1ccc(Cl)cc1Cl)C(=O)NNC(=O)C(=O)N1CCCCC1 (stereo unspecified)	0.94	i
CCOc1ccc(OCc2ccc(C(=O)N3CCCCC3)o2)cc1	-0.13	i
COC(=O)CC1C(=O)NCCN1C(=O)CSc1nnc(Nc2ccc(C)cc2)s1 (stereo unspecified)	1.2	i
O=C(CN1C(=O)COc2ccccc21)N1CCN(c2ccccc2F)CC1	0.03	i
Cc1cc(C(=O)NC2CCC(C)CC2)c(C)o1 (stereo unspecified)	3.2	i
CCOC(=O)N1CCN(C(=O)CSc2nnc(-c3ccccc3OC)o2)CC1	-0.07	i
COc1ccc(CCNC(=O)CC2(CC3=NS(=O)(=O)c4ccccc4N3)CCCC2)cc1OC	0.01	i
COc1cccc(C(=O)Nc2cccc(C(=O)NC3=NN(c4c(Cl)cc(Cl)cc4Cl)C(=O)C3)c2)c1	1.5	i
N#Cc1cc2c(ccc3ccccc32)oc1=O	-1.2	i
O=C(N/N=C/c1ccncc1)c1cc(C2CC2)nc2ccccc12	-0.56	i
CCn1c(N)c(C(=O)NC)sc1=S	1.3	i
CCOc1ccc(Cc2c(Cl)nc(N)nc2Cl)cc1	-0.01	i
NC(=O)Nc1ccc(C(=O)OCC(=O)Nc2ccc([N+](=O)[O-])cc2C(F)(F)F)cc1	0.41	i
O=C(c1ccccn1)N1CCN(S(=O)(=O)c2ccc3ccccc3c2)CC1	0.45	i
CC(OC(=O)/C=C/c1ccc2ccccc2n1)C(=O)Nc1ccc(S(N)(=O)=O)cc1 (stereo unspecified)	-0.15	i
CC1=NN(c2ccccc2)C(=O)/C1=C/c1ccc(-c2ccc(C)c(C(=O)O)c2)o1	-0.1	i
CSc1nnc(-c2sc(-c3ccccc3)nc2C)n1C	-0.64	i
CC(C)Sc1nc(SCC(=O)NCc2ccco2)c2c3c(sc2n1)COC(C)(C)C3	-0.06	i
Cc1ccc(SCCN2CCN(C)CCC2=O)cc1	-1.6	i
N#C/C(=C\C=C\c1ccccc1[N+](=O)[O-])c1nc(-c2ccc3c(c2)OCO3)cs1	0.73	i
CCOc1cccc2c1OC(c1cc(OC)c(OC)c(OC)c1)N1N=C(c3ccc(C)o3)CC21 (stereo unspecified)	1.5	i
O=C(NCCc1ccccc1)c1ccccc1SCC(=O)N1CCCC1	-0.48	i
O=C(C1CCN(S(=O)(=O)N2CCOCC2)CC1)N1CCN(c2ccc(F)cc2)CC1	-0.55	i
COc1ccccc1CN1C(=O)CCC1(C)C(=O)NCc1cccnc1 (stereo unspecified)	-0.32	i
COc1ccc(C(=O)NNC(=O)c2cc(C)[nH]n2)cc1	1.9	i
Cc1ccc(CNC(=O)CCC(=O)Nc2nnc(C(C)C)s2)cc1	2	i
CC(C)[C@H](NS(=O)(=O)c1cccc(C(F)(F)F)c1)C(=O)OCC(N)=O	2.2	i
CCC(C)N(CCNC(=O)c1ccc(NC2=NC3CS(=O)(=O)CC3S2)cc1)Cc1ccco1 (stereo unspecified)	1.4	i
COc1ccc2c(O)c(-c3c(C)cc(C)cc3C)c(=O)[nH]c2c1	0.66	i
Cc1ccc(N=c2c([N+](=O)[O-])nn(-c3ccc4c(c3)OCCO4)n2O)c(Cl)c1	0.34	i
O=S(=O)(/N=C(/Nc1ccc(Cl)c(S(=O)(=O)N2CCOCC2)c1)c1ccc(F)cc1)c1ccccc1	0.89	i
COC(=O)Cn1c(=NC(=O)CCS(=O)(=O)c2ccccc2)sc2c(OC)ccc(OC)c21	0.01	i
N#C/C(=C\c1ccncc1)c1ccccn1	0.77	i
Cc1ccc(NC(NC(=O)OCCn2c([N+](=O)[O-])cnc2C)C(Cl)(Cl)Cl)cc1 (stereo unspecified)	-0.63	i
COCCNC(=O)Cn1cnc2c1c(=O)n(C)c(=O)n2C	-1.1	i
Cc1ccc(NC(=O)c2cnc3ccccc3n2)cc1C	0.9	i
Cc1cc(C)cc(NC(=O)CSc2nc3c(c(=O)[nH]2)CN(Cc2ccc(F)cc2)CC3)c1	-0.03	i
Cc1cccc(/C=N/NC(=O)c2ccc(NC(=O)c3ccc(Cl)cc3)cc2)n1	0.13	i
CCOC(=O)C1=C(C)N=C2SCCC(=O)N2C1c1ccc(OC)cc1 (stereo unspecified)	-1.2	i
COc1ccc(OC)c(/C=C/c2ccc3cccc(O)c3n2)c1	0.05	i
COc1ccc(-c2cc(C(=O)N3CC4(C)CC3CC(C)(C)C4)no2)cc1 (stereo unspecified)	0.84	i
CC(=O)Nc1nc2n(n1)C(c1ccc(F)cc1)C=C(c1ccccc1)N2 (stereo unspecified)	-0.18	i
CN(Cc1cnccn1)C(=O)C1CCC(=O)N(CCc2ccc(Cl)cc2)C1 (stereo unspecified)	0.03	i

Further records
molecule	Kir21 inh	KCNQ2 block
CCc1c(C(=O)Nc2ccc(S(=O)(=O)N3CCOCC3)cc2)csc1C	1.2	i
Cc1cc(OCC(=O)Nc2ccc(OCc3ccccc3)cc2)nc(C(C)C)n1	-1.8	i
CSc1nc2nc3c(cc2c(=O)n1-c1ccccc1C)CCCC3	0.03	i
COCCCn1c(=N)c(C(N)=S)cc2c(=O)n3cccc(C)c3nc21	0.6	i
Clc1ccccc1-c1nnc2sc(-c3ccccn3)nn12	0.88	i
CCc1ccc2[nH]c(=O)c(Cc3ccccc3)c(O)c2c1	1.3	i
COc1ccc(OCCOC(=O)CNC(=O)c2ccc(Cl)cc2Cl)cc1	-1.3	i
O=C(CCc1c[nH]c2ccccc12)NCC(=O)Nc1ccc(F)c(F)c1F	-0.17	i
CN(C)S(=O)(=O)c1ccc(-c2ccccc2)cc1	1.4	i
O=C(CSc1nncn1-c1cccnc1)Nc1ccccc1[N+](=O)[O-]	0.46	i
O=C(NCc1cccnc1)/C(=C/c1ccc(-c2ccc(Cl)cc2)o1)S(=O)(=O)c1ccccc1	-1.8	-6.2*
Nc1nnc(CC(=O)N/N=C\c2ccc(-c3cccc(Cl)c3)o2)s1	-0.03	i
COc1cccc(/C=C/C(=O)OCC(=O)Nc2cccc(S(=O)(=O)N(C)C)c2)c1	0.6	i
CSCCC(NC(=O)c1ccccc1)C(=O)N1CC=C(c2ccccc2)CC1 (stereo unspecified)	-0.45	i
CCCCN1CC(=O)N2Cc3[nH]c4ccccc4c3C[C@H]2C1=O	1.4	i
N/C(CS(=O)(=O)c1ccc(F)cc1)=N\O	0.71	i
O=C(CC12CC3CC(CC(C3)C1)C2)NCc1ccncc1	0.87	i
NNC(=O)c1ccc(COCC(F)(F)C(F)F)cc1	-0.23	i
O=S(=O)(N/N=C\C=C\c1ccccc1)c1ccc(Br)cc1	-0.53	i
O=C(NCc1ccccn1)c1ccc(S(=O)(=O)Nc2ccccc2F)cc1	0.12	i
CCCCN(C(=O)Cn1nnc2ccccc21)C(C(=O)NCCOC)c1cccs1 (stereo unspecified)	0.48	i
CC(=O)Nc1ccc(NC(=O)C2CCN(C(=O)c3cccs3)CC2)cc1	0.35	i
O=C(Nc1ccc(C(F)(F)F)cc1)C1(c2ccccc2)CC1	0.18	i
CCOc1ccc(CCNC(=O)CCC(=O)Nc2ccc3nc(N4CCN(C)CC4)cc(C)c3c2)cc1OCC	1	i
O=C(O)/C=C/c1ccccc1Oc1ccc(Cl)cc1Cl	0.32	i

Molecules shown so far that have a cyano group:
molecule	Kir21 inh	KCNQ2 block
N#Cc1cc2c(ccc3ccccc32)oc1=O	-1.2	i
N#C/C(=C\C=C\c1ccccc1[N+](=O)[O-])c1nc(-c2ccc3c(c2)OCO3)cs1	0.73	i
N#C/C(=C\c1ccncc1)c1ccccn1	0.77	i

Carrying on:
molecule	Kir21 inh	KCNQ2 block
NC(=O)CC(NC(=O)Cc1cccc2ccccc12)c1ccc(NCCOc2ccccc2)c([N+](=O)[O-])c1 (stereo unspecified)	-0.21	i
CN(C)S(=O)(=O)N1CCN(C(=O)N2CCCCCC2)CC1	-0.8	i
CC1CN(Cc2ccccc2)c2nc3c(c(=O)n(CC(=O)O)c(=O)n3C)n2C1 (stereo unspecified)	0.01	i
O=C(O)c1ccc2c(=O)n3c(nc2c1)/C(=C/c1ccccc1Br)CC3	-0.92	i
O=C(CNC(=S)N(Cc1ccc(F)cc1)C1CCCCC1)NC1CC1	-0.56	i
CCSc1nc(-c2ccc(OC)cc2)cc(-c2ccccc2)c1C#N	-0.19	i
CC(=O)NC(CCS(C)(=O)=O)C(=O)N1CCc2ccccc21 (stereo unspecified)	-1.2	i
Cc1cc(N2CCN(C(=O)c3ccco3)CC2)nc(-c2ccccc2)n1	-0.04	i
Cc1ccc(S(=O)(=O)N(C)C)cc1NC(=O)COC(=O)/C=C/c1ccc2ccccc2n1	-0.02	i
CCN(CC)Cc1c(O)ccc2occ(C(=O)c3ccccc3)c12	-1.7	i
COC(=O)C(C(=O)OC)C(CC(=O)c1ccc(C)cc1)c1cc(OC)c(OC)c(OC)c1 (stereo unspecified)	-1.2	i
COC(=O)c1ccc(CSCC(=O)Nc2cc(OC)cc(OC)c2)o1	-0.85	i
COc1cccc(N(C(=O)c2cnccn2)C(C(=O)NC2CCCCC2)c2ccc(Cl)cc2)c1 (stereo unspecified)	1.2	i
Cc1nn(CC(=O)NCCCc2ccccc2)c(=O)c2cc3occc3n12	-0.58	i
CCCC(=O)NCCc1cc2c(C)ccc(C)c2[nH]c1=O	0.02	i
CCCCC1=NN2CCS(=O)(=O)N=C2S1	-0.08	i
CCN(C(=O)CSc1nnnn1-c1ccccc1)C1CCS(=O)(=O)C1 (stereo unspecified)	0.94	i
COc1ccc(-c2nc(C#N)c(NC(C)c3ccccc3)o2)cc1OC (stereo unspecified)	0.58	i
CC(OC(=O)c1ccco1)C(=O)NCc1ccc2c(c1)OCO2 (stereo unspecified)	0.69	i
CCC(Sc1ncnc2c1c(-c1ccccc1)cn2-c1ccc(OC)cc1)C(=O)OC (stereo unspecified)	0.25	i
O=C(N/N=C/c1ccc2c(c1)OCO2)c1cccs1	0.28	i
CN(C(=O)c1cccc(Cl)c1)C1CCCN(Cc2ccccc2F)C1 (stereo unspecified)	-0.99	i
CC(OC(=O)CCSc1ccccc1)C(=O)Nc1ccc(S(N)(=O)=O)cc1 (stereo unspecified)	0.63	i
COc1ccc(-c2noc(CN(C)C(=O)c3ccoc3C)n2)cc1OC	0.78	i
Cc1cccc2c1-c1sc(C(=O)Nc3ccccc3N3CCN(C)CC3)cc1CO2	0.47	i
Cc1nnc(SCCn2c(N3CCC(Cc4ccccc4)CC3)nc3c2c(=O)[nH]c(=O)n3C)s1	0.01	i
CCN(CC)CCNC(=O)c1ccc(NC(=O)c2ccc3c(c2)CCC3)cc1	1	i
Cc1cccc(-n2c(-c3ccc(Br)o3)n[nH]c2=S)c1	1	i
O=C1OCCN/C1=C\C(=O)c1ccc(Cl)cc1	-0.34	i
CC(C)NC(=S)N1CCn2c(nc3ccccc32)C1	1.6	i
CCOc1ccc(-n2c(=S)sc3c(=O)[nH]c(SCC(=O)NCc4ccco4)nc32)cc1	1	i
O=C(Nc1ccc2oc(-c3cccnc3)nc2c1)c1cccnc1	1.1	i
COc1ccccc1NC(=O)COc1ccc(Br)cc1CO	-0.05	i
O=C(OCC(=O)N1CCN(c2ccccc2)CC1)c1cnc(Cl)c(Cl)c1	-0.49	i
CCCCn1c(N)c(N(CCC(C)C)C(=O)c2ccccc2C)c(=O)[nH]c1=O	1.6	i
COc1cccc(OC)c1CNC(=O)CCSCc1ccccc1F	2.4	i
Nc1nonc1C(=O)N/N=C/c1ccc(-c2ccc(Cl)c(C(=O)O)c2)o1	-0.46	i
O=C(NCc1ccc(Cl)cc1)c1cc(=O)nc2sc(-c3ccccc3)nn12	1.2	i
CCN1C(=O)N(C)C2(c3ccccc3)N(C)C(=O)N(C)C12c1ccccc1 (stereo unspecified)	1.8	i
Cc1ccc(CNC(=O)C2CC(c3ccccc3C(F)(F)F)=NO2)o1 (stereo unspecified)	1.1	i

6 of the entries above in order of their number in Kir21 inh, largest number first:
Molecule	Kir21 inh
COc1cccc(OC)c1CNC(=O)CCSCc1ccccc1F	2.4
CCN1C(=O)N(C)C2(c3ccccc3)N(C)C(=O)N(C)C12c1ccccc1 (stereo unspecified)	1.8
Cc1ccc(CNC(=O)C2CC(c3ccccc3C(F)(F)F)=NO2)o1 (stereo unspecified)	1.1
CCN(CC)CCNC(=O)c1ccc(NC(=O)c2ccc3c(c2)CCC3)cc1	1
COc1ccccc1NC(=O)COc1ccc(Br)cc1CO	-0.05
O=C1OCCN/C1=C\C(=O)c1ccc(Cl)cc1	-0.34
